Bioassay records deposited in PubChem BioAssay by several laboratories.
Rev-erbA mod = modulators of Rev-erb alpha DNA binding, primary screen, biochemical, FITC-DNA, fluorescence polarization, uHTS; Nuclear receptor subfamily 1 group D member 1 (Homo sapiens), P20393; Rev-erbα–FITC-DNA binding, 90 min; activity, % at 10 µM; 370,000 tested, 0.79% active; AID 1259318, 2017;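 active = activity above about 14%, limit read from the data; passing the limit was not always enough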;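 also: 0% = DMSO wells with 35 nM protein and 100% = DMSO wells with 750 nM protein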
mABHD4 FP = ABHD4 inhibitors, primary screen, biochemical, fluorescence polarization, mouse. purified mABHD4, FP-Rh probe fluorescence polarization. inhibition, % at 8.92 µM. 370,000 tested, 0.54% active. (Lyso)-N-acylphosphatidylethanolamine lipase (Mus musculus), Q8VD66;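 active = inhibition exceeding the mean over every tested compound plus 3 SD, cut at about 30% in these data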;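 also: 0% = plate median of compound wells and 100% = S159A mutant with DMSO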
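Assay system: Wild-type mouse ABHD4 protein | Medium: HEPES pH 7.0 buffer, 150 mM NaCl, 0.01% Pluronic F-127 | Incubation: Enzyme–compound pre-incubation 45 min, then probe 60 min, both 25 °C | Technique: Fluorescence polarization with parallel and perpendicular emission, 525/598 nm | Evaluation: % inhibition of FP-Rh probe binding versus controls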
rCAG binder = binders of r(CAG) RNA repeats, primary screen, biochemical, fluorescence; r(CAG) RNA repeat, TO-PRO-1 dye displacement fluorescence; inhibition, % at 3 µM; 370,000 tested, 1.3% active;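 active = inhibition above the plate cutoff, the mean of all test compounds on that plate plus 3 SD, cut at about 35% in these data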;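 also: 0% = DMSO alone and 100% = 100 µM mitoxantrone as full dye displacement; higher means more dye released from RNA so lower well fluorescence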
UHRF1 MBD2 ctr = UHRF1 methylated DNA binding inhibitors, primary screen, counter-screen for MBD2 inhibitor project, biochemical, TR-FRET, human UHRF1, single concentration | E3 ubiquitin-protein ligase UHRF1 (Homo sapiens), Q96T88 | UHRF1 binding to methylated oligo | inhibition, % at 4.4 µM | 370,000 tested, 0.75% active; in the data active = inhibition above about 21%;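 also: UHRF1 SRA domain binding a hemimethylated CpG hairpin DNA probe; 0% = median of test compound wells and 100% = reference inhibitor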
TCR CD3 inh = inhibitors of human TCR-CD3 interaction, primary screen, biochemical, fluorescence, TAMRA-labeled TCR probe | T-cell receptor (TCR) | inhibition, % at 9.4 µM | 360,000 tested, 0.37% active | AID 651800, 2012; in the data active = inhibition above about 19%;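 also: recombinant mutant TCR 2C K166C tagged with TAMRA read by polarization; 0% = receptor in buffer alone and 100% = receptor with positive control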
PRMT1 inh = PRMT1 methyltransferase inhibitors, primary screen, biochemical, fluorescence polarization. recombinant PRMT1, activity-based probe fluorescence polarization. Protein arginine N-methyltransferase 1 (Homo sapiens), Q99873. inhibition, % at 2.79 µM. 370,000 tested, 1.3% active;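 active = inhibition above about 21% made by adding two undisclosed values, limit read from the data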
Target sequence (Q99873 whole entry, looked up): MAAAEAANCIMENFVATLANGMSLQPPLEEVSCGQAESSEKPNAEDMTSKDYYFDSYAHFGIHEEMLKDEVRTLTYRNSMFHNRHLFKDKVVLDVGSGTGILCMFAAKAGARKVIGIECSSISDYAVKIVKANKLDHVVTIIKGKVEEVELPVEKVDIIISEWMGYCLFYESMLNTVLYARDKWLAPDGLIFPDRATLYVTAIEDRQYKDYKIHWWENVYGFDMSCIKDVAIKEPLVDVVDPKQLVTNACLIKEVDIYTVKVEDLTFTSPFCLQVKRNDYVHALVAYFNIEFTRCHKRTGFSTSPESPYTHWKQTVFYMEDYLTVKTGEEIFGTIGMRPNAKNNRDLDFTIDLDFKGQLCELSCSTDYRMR
LEDGF integ inh = blockers of LEDGF/p75-dependent integrase strand transfer – biochemical, TR-FRET, high throughput, primary screen. HIV-1 integrase (with human LEDGF/p75). TR-FRET IN-LEDGF/p75 DNA integration, Eu/Cy5. inhibition, % at 3.7 µM. 370,000 tested, 0.64% active. AID 743269, 2014;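 active = inhibition above the screen-wide mean plus 3 SD, cut at about 13% in these data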;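 also: signal is the Cy5 over europium emission ratio at 671 and 618 nm; 0% = plate median of compound wells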
PG9 binder = binders of HIV-1 gp120 antibody PG9, primary screen, biochemical, TR-FRET; TR-FRET gp120-PG9 antibody binding; inhibition, % at 6.7 µM; AID 624416, 2012; HIV-1 gp120 / PG9 antibody interaction; 360,000 tested, 0.43% active; in the data active = inhibition above about 8.5%
MBD2 inh = inhibitors of MBD2 binding to methylated DNA, primary screen, biochemical, TR-FRET, DNA-binding domain, human | Methyl-CpG-binding domain protein 2 (Homo sapiens), Q9UBB5 | MBD2 binding to methylated oligonucleotide | inhibition, % at 4.4 µM | 370,000 tested, 0.31% active | AID 686964, 2013; in the data active = inhibition above about 13%
Target sequence (Q9UBB5 whole entry, looked up, the tested form may be a part): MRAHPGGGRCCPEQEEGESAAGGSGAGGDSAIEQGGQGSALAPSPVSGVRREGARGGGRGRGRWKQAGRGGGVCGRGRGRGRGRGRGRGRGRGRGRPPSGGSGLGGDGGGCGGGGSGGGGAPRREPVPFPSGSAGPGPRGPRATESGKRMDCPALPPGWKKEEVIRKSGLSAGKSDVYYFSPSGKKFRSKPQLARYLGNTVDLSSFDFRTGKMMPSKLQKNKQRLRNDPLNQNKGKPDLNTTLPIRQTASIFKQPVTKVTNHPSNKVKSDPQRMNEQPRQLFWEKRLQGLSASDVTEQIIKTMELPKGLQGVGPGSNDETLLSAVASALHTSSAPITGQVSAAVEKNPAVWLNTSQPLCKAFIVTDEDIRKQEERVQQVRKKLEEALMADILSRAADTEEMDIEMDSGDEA
HTRA1 inh = HTRA1 serine protease inhibitors, primary screen, biochemical, fluorescence polarization, HTS | inhibition, % at 5.96 µM | recombinant HTRA1, FP-rhodamine activity-based probe | Q92743 | 340,000 tested, 0.5% active | AID 504803, 2011; in the data active = inhibition above about 36%;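 also: 0% = enzyme with DMSO and 100% = wells lacking enzyme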
* = called active by the depositor; / = no result given; & = joins results of further samples. Some of the compounds tested; the hit share may differ from the screen's.

SMILES	Rev-erbA mod	mABHD4 FP	rCAG binder	UHRF1 MBD2 ctr	TCR CD3 inh	PRMT1 inh	LEDGF integ inh	PG9 binder	MBD2 inh	HTRA1 inh
CC(=O)c1ccc(N2CCN(C(=O)c3cc(-c4ccncc4)nc4ccc(Cl)cc34)CC2)cc1	4	-2	4	-4	2	-2	1	0.3	2	-5
CCOC(=O)CCSc1nc2c(c(C(F)(F)F)c1C#N)CCC2	3	-14	0	4	-4	5	-2	1.0	6	-9
CCOc1ccc(C(=O)NCC(=O)N2CC=C(c3ccccc3)CC2)cc1OCC	-1	0	-3	-1	0	-1	2	-1.4	-2	-5
O=C(Cn1cc(C(F)(F)F)ccc1=O)N/N=C/c1ccc(Cl)c(Cl)c1	4	-13	-4	-2	9	-3	2	-2.3	-2	-4
C=CCN1C(C(=O)OC)CN(Cc2cn(CCC3OCCO3)nn2)CCS1(=O)=O (stereo not given)	0	-3	3	19	/	0	0	/	10	/
c1ccc(C[C@H]2CNCCN2CC2(c3ccccc3)CC2)cc1	5	-2	14	0	5	-1	3	-2.7	-1	-1
COC(=O)c1c(NC(=O)CSc2nncs2)sc2c1CCCCC2	-3	-10	0	-4	-1	0	2	0.6	-2	-18
COC(=O)C1=C(C)N(CCCC(=O)O)C(=O)NC1c1cccc(Cl)c1Cl (stereo not given)	1	-2	7	4	-6	4	1	1.3	4	-1
Cc1ccc2c(c1)c1c(n2CC(O)Cn2c(C)nc3ccccc32)C(=O)CCC1 (stereo not given)	1	-2	6	0	-11	-3	1	0.5	1	-17
CCOC1=C2[C@H](c3ccccc3)N(S(=O)(=O)c3ccc(C)cc3)[C@H](C(C)C)[C@H]2C(C#N)(C#N)C(C#N)(C#N)C1	-1	-1	26	-1	5	-6	1	-0.3	2	/
CN(C)c1ccc(N=Cc2nc(-c3ccccc3)oc2O)cc1	15	1	0	-3	1	-4	-3	-9.2	-1	1
CCn1cc(C(=O)NN)c(=O)c2cc(F)c(NC3CCCCC3)cc21	-6	3	-5	3	2	-1	-2	-3.1	2	-4
CC(C)Oc1ccc(N2CC(C(=O)Nc3ccccn3)CC2=O)cc1 (stereo not given)	5	0	-7	1	-4	0	0	-1.4	-4	2
COC(=O)c1sccc1NC(=S)N1CCC(C)CC1	-2	4	-4	1	0	-1	0	0.8	0	4
O=C(COC(=O)c1ccccc1OCc1ccccc1Cl)NC1CC1	4	-9	-6	1	1	-4	0	-0.2	-1	-4

Quoted from the listing.
LEDGF integ inh result of CN(C)c1ccc(N=Cc2nc(-c3ccccc3)oc2O)cc1 = -3
rCAG binder result of CCOC(=O)CCSc1nc2c(c(C(F)(F)F)c1C#N)CCC2 = 0

Compound profiles (already shown):
CCOC(=O)CCSc1nc2c(c(C(F)(F)F)c1C#N)CCC2 across the screens: Rev-erbA mod = 3; mABHD4 FP = -14; rCAG binder = 0; UHRF1 MBD2 ctr = 4; TCR CD3 inh = -4; PRMT1 inh = 5; LEDGF integ inh = -2; PG9 binder = 1.0; MBD2 inh = 6; HTRA1 inh = -9
COC(=O)c1c(NC(=O)CSc2nncs2)sc2c1CCCCC2 across the screens: Rev-erbA mod = -3; mABHD4 FP = -10; rCAG binder = 0; UHRF1 MBD2 ctr = -4; TCR CD3 inh = -1; PRMT1 inh = 0; LEDGF integ inh = 2; PG9 binder = 0.6; MBD2 inh = -2; HTRA1 inh = -18

2 entries from above, as labelled records.
> COC(=O)c1sccc1NC(=S)N1CCC(C)CC1
  Rev-erbA mod = -2
  mABHD4 FP = 4
  rCAG binder = -4
  UHRF1 MBD2 ctr = 1
  TCR CD3 inh = 0
  PRMT1 inh = -1
  LEDGF integ inh = 0
  PG9 binder = 0.8
  MBD2 inh = 0
  HTRA1 inh = 4
> O=C(COC(=O)c1ccccc1OCc1ccccc1Cl)NC1CC1
  Rev-erbA mod = 4
  mABHD4 FP = -9
  rCAG binder = -6
  UHRF1 MBD2 ctr = 1
  TCR CD3 inh = 1
  PRMT1 inh = -4
  LEDGF integ inh = 0
  PG9 binder = -0.2
  MBD2 inh = -1
  HTRA1 inh = -4

(continued)
SMILES	Rev-erbA mod	mABHD4 FP	rCAG binder	UHRF1 MBD2 ctr	TCR CD3 inh	PRMT1 inh	LEDGF integ inh	PG9 binder	MBD2 inh	HTRA1 inh
CCNc1nc(OCCNS(=O)(=O)c2cc(C)ccc2C)nc(N(C)C)n1	1	9	1	2	4	2	2	0.9	-1	-5
O=C(CO/N=C1\CCCc2nonc21)Nc1ccc(Br)cc1	0	1	5	-2	4	-1	-3	-2.1	-1	-9
O=C(O)c1ccc2c(=O)n3c(nc2c1)/C(=C/c1ccc(Cl)cc1Cl)CC3	-1	-6	6	3	1	1	-3	0.8	-1	2
O=C(COc1ccc([N+](=O)[O-])cc1)Nc1ccc(C(=O)Nc2ccccc2C(=O)O)cc1	2	0	18	-1	-1	3	0	0.0	3	-4
COc1ccc(-c2[nH]ncc2CN2CCC(N3CCSCC3)CC2)c(F)c1	-7	1	-6	-3	3	-2	0	-1.8	-3	2
COc1ccc(NC(=O)NC(C)(C(F)(F)F)C(F)(F)F)cc1	3	0	-1	1	5	1	4	1.8	-5	0
Cc1cc(C(=O)NNC(=O)[C@H](C)NC(=O)c2ccc(Br)cc2)c(C)o1	6	0	3	-3	4	1	2	-0.2	-3	-3
COc1ccc(CC(=O)Nc2nccs2)cc1S(=O)(=O)N1CCOCC1	-8	4	5	7	2	2	-2	-0.3	1	3
CCOc1ccc(CN2CCNC(=O)C2CC(=O)N(C)CC2CCOCC2)cc1 (stereo not given)	5	2	-1	4	7	-2	4	-1.0	2	1
NC[C@H](O)c1ccc(O)c(O)c1	-10&-36	8	1	5	2	4	15*	-3.7	4	0
CC(=O)c1cccc(NC(=O)N2CCCC2C(=O)NCc2ccc(F)cc2)c1 (stereo not given)	-3	2	1	-2	-3	0	-2	0.7	1	-4
COc1ccc(S(=O)(=O)N2CCN(C(=O)c3ccccc3Cc3ccccc3)CC2)cc1OC	-8	1	2	0	5	-6	0	0.3	-5	4
CCOc1ccccc1-c1nnc(CS(=O)(=O)c2ccccc2)o1	-2	4	-3	1	-11	4	-4	-0.2	0	-5
Cc1ccc(S(=O)(=O)NC(=O)C2(C)CCN2C(=O)Cc2cccs2)cc1 (stereo not given)	-1	-9	3	3	1	0	4	0.1	7	/
COc1ccc(Cc2nc3ccc(C(=O)N(C)Cc4nccs4)cc3o2)cc1OC	5	1	-5	1	6	-1	0	-1.5	0	-1
CC1=C(C(=O)OCC2CCCO2)C(c2ccsc2)C2=C(CC(C)(C)CC2=O)N1 (stereo not given)	-4	-8	-7	-2	4	-3	1	0.5	-4	-5
CCOC(=O)CNC(=O)CSc1nnc(-c2ccccc2OC)n1CC	2	-7	1	2	3	-1	-1	-3.9	4	4
O=C(NNC(=O)c1cccc(S(=O)(=O)Nc2ccc(Cl)cc2)c1)c1ccc(=O)[nH]c1	-12	-5	9	-3	4	-4	2	0.7	0	-18
COc1ccc(-c2nc(SCC(=O)N3CCCC3)n[nH]2)cc1	-2	5	-1	3	-3	3	-10	-0.4	0	2
CSCCC(NS(=O)(=O)c1ccccc1)C(=O)OC(C)C(=O)Nc1ccc(Cl)cn1 (stereo not given)	-2	-4	4	4	7	3	-4	1.5	-1	-1
Cc1cccc(N2CCN(S(=O)(=O)c3c(C)[nH]c(C)c3C(=O)N3CCCC3)CC2C)c1 (stereo not given)	-3	1	-7	10	6	-6	5	-1.1	5	-2
COc1ccc(OC)c(NC(=O)COC(=O)CCc2nc3ccccc3c(=O)[nH]2)c1	-1	6	6	-2	8	-2	-1	0.2	2	2
On1c(-c2ccccc2Cl)nc2ccccc21	-3	1	-3	-1	0	-1	-1	2.4	-4	5
CCOC(=O)C1CCCN(C(=O)CCCn2nnnc2CN2CCOCC2)C1 (stereo not given)	1	0	-1	5	4	-1	2	0.3	2	0
CCOC(=O)COc1coc(CN2CCN(c3ccc(F)cc3)CC2)cc1=O	-2	4	-3	1	3	-1	2	0.2	-4	-6
CCNc1nc(NCC)n2c(SCC(=O)Nc3cc(Cl)ccc3OC)nnc2n1	-1	0	-2	2	-13	5	0	1.1	1	-3
CC(OC(=O)c1cc(O)c2ccccc2c1O)C(=O)Nc1ccc(C(N)=O)cc1 (stereo not given)	9	26	34	-1	5	6	14*	0.2	-13	16
CCCCNc1c(-c2ccc(OC)c(Sc3ccc(OC)cc3)c2)nc2ccc(Cl)cn12	2	5	4	1	-5	1	1	1.6	0	-11
Clc1cccc(Cc2ccc(Cl)nn2)c1	-4	0	1	-2	5	-2	1	0.3	-5	-6
O=C(COC(=O)c1ccc(S(=O)(=O)N2CCCCC2)cc1)Nc1ccccc1Cl	2	-10	4	3	-1	5	-2	2.9	2	-3

Ordered by value in mABHD4 FP (lowest first): 4 of the compounds above.
smiles	Rev-erbA mod	mABHD4 FP	TCR CD3 inh	PRMT1 inh	LEDGF integ inh	PG9 binder	MBD2 inh	HTRA1 inh
O=C(Cn1cc(C(F)(F)F)ccc1=O)N/N=C/c1ccc(Cl)c(Cl)c1	4	-13	9	-3	2	-2.3	-2	-4
O=C(COC(=O)c1ccccc1OCc1ccccc1Cl)NC1CC1	4	-9	1	-4	0	-0.2	-1	-4
CSCCC(NS(=O)(=O)c1ccccc1)C(=O)OC(C)C(=O)Nc1ccc(Cl)cn1 (stereo not given)	-2	-4	7	3	-4	1.5	-1	-1
COc1ccc(CC(=O)Nc2nccs2)cc1S(=O)(=O)N1CCOCC1	-8	4	2	2	-2	-0.3	1	3

Going on with the list.
SMILES	Rev-erbA mod	mABHD4 FP	rCAG binder	UHRF1 MBD2 ctr	TCR CD3 inh	PRMT1 inh	LEDGF integ inh	PG9 binder	MBD2 inh	HTRA1 inh
COc1cc(-c2cc(C(=O)OCC(=O)Nc3ccc4c(c3)OCO4)c3ccccc3n2)cc(OC)c1OC	0	0	-1	-2	2	-2	-4	-1.7	1	4
Cc1ccc(NC(=O)CCN2C(=O)c3ccccc3S2(=O)=O)cc1F	2	16	-1	-1	-7	6	3	0.3	2	-2
CN(c1ccccc1C(=O)O)S(=O)(=O)c1ccc2c3c(cccc13)C(=O)N2	3	10	13	5	2	3	7	-3.3	-7	-4
COCC(=O)N(Cc1ccccc1)c1ccccn1	1	1	0	-2	5	0	-3	-2.5	2	3
COc1cccc(-c2nc(CS(=O)CC(=O)NCCc3ccc(C)cc3)c(C)o2)c1 (stereo not given)	-2	-4	-5	4	-3	12	-8	-0.3	7	-1
CCOc1ccc(-n2c(O)cc(=O)[nH]c2=O)cc1	-1	3	3	0	-12	1	-4	0.2	0	0
COC(=O)c1ccc(Nc2nc(C)cc(=O)[nH]2)cc1	-2	5	11	5	-6	0	-2	-0.8	3	1
